Sm TGR inh: inhibitors of Schistosoma mansoni thioredoxin glutathione reductase; purified TGR, DTNB reduction, TNB absorbance 405 nm; Q962Y6; hit rate 3% among 360,000; Potency, µM (series often up to 114 µM), for the others: at the top dose activity change, negative = inhibition, hits mostly inhibitors; AID 485364; also: potency is read from the fitted curve at half-maximal effect; nearly all actives have a fitted effect of over 60% in size
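Kinetic colorimetric format: TGR-catalysed, NADPH-driven DTNB reduction monitored via TNB absorbance. Enzyme dispensed at 20 nM; compound exposure 15 min at room temperature before reaction start.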
AMA1-RON2 inh: disrupts binding of P. falciparum AMA1 to RON2 | AlphaScreen AMA1-biotinylated RON2 peptide binding | Potency, µM (doses to about 58.2 µM), for the others: at the highest dose activity change, negative = inhibition, usual class: inhibitors | hit rate 0.2% among 360,000 | AID 720542;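 also: potency is read from the fitted curve at half-maximal effect; 0% = vehicle wells and -100% = peptide control; nearly all actives have a fitted effect of over 45% in size; some results filed as inactive show a strong effect at the top dose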
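AMA1 (3D7) with his tag at 25 nM final met compounds first, then biotinylated RON2 peptide at 25 nM; detection used donor plus acceptor beads, 10 µg/mL apiece, read by AlphaScreen after 30 min at room temperature.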
Giardia FBPA inh: Giardia lamblia aldolase inhibition; A8B2U2; purified Giardia FBPA; Potency, µM (series often up to 59.6 µM), for inactives: top-dose activity, negative = inhibition, most hits filed as inhibitors; hit rate 0.71% among 290,000; AID 2451; also: potency is read from the fitted curve at half-maximal effect; nearly all actives have a fitted effect of over 55% in size
Target sequence (A8B2U2 whole entry, looked up): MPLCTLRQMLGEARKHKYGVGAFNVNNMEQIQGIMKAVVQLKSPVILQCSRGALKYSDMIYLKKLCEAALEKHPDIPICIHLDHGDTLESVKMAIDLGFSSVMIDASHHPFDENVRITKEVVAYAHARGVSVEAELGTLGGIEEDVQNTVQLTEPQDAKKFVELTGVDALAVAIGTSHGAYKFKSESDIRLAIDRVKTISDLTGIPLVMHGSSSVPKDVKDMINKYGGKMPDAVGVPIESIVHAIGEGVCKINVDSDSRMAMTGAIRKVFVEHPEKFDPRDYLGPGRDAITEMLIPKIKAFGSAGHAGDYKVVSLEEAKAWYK
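Giardia FBPA (40 nM reagent) was preincubated 10 min at RT with compound (up to 57.5 uM final), then substrate plus GAPDH/TPI/NAD/arsenate coupling system with diaphorase/resazurin was added; resorufin fluorescence (525/598 nm) was read after 20 min.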
AmpC no deterg: blocks E. coli AmpC beta-lactamase in detergent-free assay. Potency, µM (series often up to 57.1 µM), without a hit: top-dose activity change, negative = inhibition, usual class: inhibitors. hit rate 0.52% among 330,000. AID 485341. AmpC nitrocefin hydrolysis, absorbance 480 nm, 0.0001% Triton;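 also: potency is read from the fitted curve at half-maximal effect; plate controls were no compound for no effect and no enzyme for full effect; nearly all actives have a fitted effect of over 20% in size; some results filed as inactive show a strong effect at the top dose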
Target sequence (P00811 whole entry, looked up): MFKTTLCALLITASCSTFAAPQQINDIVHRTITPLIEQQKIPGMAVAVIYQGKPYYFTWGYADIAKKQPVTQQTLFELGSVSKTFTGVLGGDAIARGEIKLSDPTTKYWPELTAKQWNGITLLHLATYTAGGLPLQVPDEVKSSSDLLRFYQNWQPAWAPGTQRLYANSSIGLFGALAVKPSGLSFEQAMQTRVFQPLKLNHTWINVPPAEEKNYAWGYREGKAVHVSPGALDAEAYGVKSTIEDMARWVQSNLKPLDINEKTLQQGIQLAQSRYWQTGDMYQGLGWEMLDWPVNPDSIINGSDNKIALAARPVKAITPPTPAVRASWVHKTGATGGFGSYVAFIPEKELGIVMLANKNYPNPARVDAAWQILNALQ
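20 mM phosphate pH 7.0 + 0.01% (detergent screen) or 0.0001% Triton X-100; 5.3 nM AmpC reagent; cpd preinc 15 min RT; nitrocefin (800 uM stock) to start; A480 q20 s × 4 min; Activity was normalised to no-enzyme and no-compound control wells.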
HCMV antiviral: blocks human cytomegalovirus replication | HFF cells, HCMV-luciferase reporter, 72 h; hits give low values | activity change, negative = inhibition, % at 57.5 µM | hit rate 4.5% among 410,000 | AID 1259415; in the data active = activity change below about -60%; inconclusive = no clear call, values can overlap the other calls; inactive = above about -39%
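Steps: HFFs plated, 16 h 37C; compounds added; HCMV-luciferase added to MOI 1 PFU/cell; 72 h 37C; OneGlo reagent, 5 min room temperature; luminescence read, normalized to controls.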
AmpC detergent: blocks E. coli AmpC beta-lactamase in detergent assay; P00811; AmpC hydrolysis of nitrocefin, absorbance 480 nm, 0.01% Triton; Potency, µM (doses to about 114 µM), for the others: at the top dose activity change, negative = inhibition, hits mostly inhibitors; hit rate 0.041% among 370,000; AID 485294;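 also: potency is read from the fitted curve at half-maximal effect; 0% = no-compound wells and -100% = no-enzyme wells; nearly all actives have a fitted effect of over 25% in size; some results filed as inactive show a strong effect at the top dose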
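AmpC (5.3 nM in the dispensed reagent) in 20 mM phosphate pH 7.0 with 0.01% (detergent screen) or 0.0001% Triton X-100 was preincubated with compounds for 15 min at room temperature. Nitrocefin was then added from an 800 uM solution, and hydrolysis was followed at 480 nm.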
The depositor's hits bear a star; [ ] = remark or other dose. Unless noted, calls follow the shape of the dose curve; as a rule, active = well fitted curve in the direction sought with a large enough effect; inconclusive = small, poorly fitted or top-dose-only effect, or another doubt; inactive = no such curve, though single readings can be large; an effect the other way counts as inactive or inconclusive. Unless noted, % is scaled to controls: 0 for no effect and ±100 for the full control effect. Outcome played no part in choosing rows. About 7.8% of those tested had a hit in this group.

`COC(=O)CC1=C(C(=O)OC)C(c2ccc3c(c2Cl)OCO3)C(C#N)=C(N)O1` (stereo unspecified) gave Sm TGR inh -9%, AMA1-RON2 inh -1%, Giardia FBPA inh 1%, AmpC no deterg -20%, HCMV antiviral -19 and AmpC detergent inconclusive.
For CC(CN1CCCC1)OC(=O)c1ccc(F)cc1 (stereo unspecified) the results were Sm TGR inh 4%, AMA1-RON2 inh -8%, Giardia FBPA inh inconclusive, AmpC no deterg -8%, HCMV antiviral 4 and AmpC detergent -7%.
CCC1(CC)C(=O)C2=C3C1[C@H](C(=O)OC)C=C(C(=O)OC)C[C@H]3n1c(=O)n(-c3ccccc3)c(=O)n1[C@H]2C (stereo partly specified) was read as AMA1-RON2 inh -5%, Giardia FBPA inh -3% and HCMV antiviral 7.
`CC1(C)CC(=O)C(CC(=O)NC(=O)NCc2ccccc2)=C(O)C1` gave Sm TGR inh 4%, AMA1-RON2 inh -3%, Giardia FBPA inh -1%, AmpC no deterg -18%, HCMV antiviral 45 and AmpC detergent inconclusive.
For NS(=O)(=O)c1ccccc1 the results were Sm TGR inh 9%, AMA1-RON2 inh 3%, Giardia FBPA inh -11%, AmpC no deterg -18%, HCMV antiviral -17 and AmpC detergent 0%.
`COc1ccc(NC(=O)CN(C)CC(=O)Nc2ccccc2SC)cc1Cl` gave Sm TGR inh 1%, AMA1-RON2 inh 54%[activator][11.6 µM], Giardia FBPA inh -9%, AmpC no deterg 66%[activator], HCMV antiviral -24 and AmpC detergent -3%.
`C=CCNS(=O)(=O)NC(=O)C1=C(N2CCCC2)COC1=O` gave AMA1-RON2 inh 1%, AmpC no deterg -45% and HCMV antiviral 5.
Screening Cc1sc2nc(SCC(=O)N(C)c3ccccc3)n(C)c(=O)c2c1C returned Sm TGR inh 1%, AMA1-RON2 inh 4%, AmpC no deterg 0%, HCMV antiviral inconclusive and AmpC detergent 3%.
O=C(Nc1cccc(Cl)c1)Nc1ccc2c(c1)OCO2 was read as Sm TGR inh 2%, AMA1-RON2 inh 4%, Giardia FBPA inh -14%, AmpC no deterg -37%, HCMV antiviral -13 and AmpC detergent -7%.
For Cc1ccc(-n2ncc3c(NC4CCCCC4)ncnc32)cc1Cl the results were Sm TGR inh 6%, HCMV antiviral inconclusive and AmpC detergent 1%.
`Cc1ccc(/C=N/NC(=O)Cn2nc(C)c(Br)c2C)o1` gave Sm TGR inh inconclusive, AMA1-RON2 inh 5%, Giardia FBPA inh 0%, AmpC no deterg -4%, HCMV antiviral 60 and AmpC detergent inconclusive.
`CC1CCC(N2CC(=O)N(C3CCCCC3)C(c3ccc(Cl)cc3)C2=O)CC1` (stereo unspecified) gave Sm TGR inh 0%, HCMV antiviral inconclusive and AmpC detergent -2%.
CCN(CCNC(=O)C1CCN(Cc2nc(-c3ccc(Cl)cc3)oc2C)CC1)c1ccccc1 was read as Sm TGR inh 0%, AMA1-RON2 inh inconclusive, Giardia FBPA inh 2%, AmpC no deterg 160%[activator], HCMV antiviral 27 and AmpC detergent 1%.
`CCOC(=O)N1CCN(CC(=O)Nc2ccc(F)cc2F)CC1` gave Sm TGR inh 8%, AMA1-RON2 inh 18%, Giardia FBPA inh -1%, AmpC no deterg 3%, HCMV antiviral 3 and AmpC detergent inconclusive.
For C=CCNC(=S)NNC(=O)COc1ccc(Br)cc1 the results were Sm TGR inh 2%, AMA1-RON2 inh 42%[activator], Giardia FBPA inh 6%, AmpC no deterg -19%, HCMV antiviral -61* and AmpC detergent inconclusive.
`CC(=O)Nc1cccc(C(=O)OC(C)C(=O)NC2CCCc3ccccc32)c1` (stereo unspecified) gave Sm TGR inh -14%, AMA1-RON2 inh 20%, AmpC no deterg 1%, HCMV antiviral -40 and AmpC detergent -1%.
For CC(=O)N(C)c1ccc(NC(=O)c2ccc([N+](=O)[O-])cc2Cl)cc1 the results were Sm TGR inh 4%, AMA1-RON2 inh -9%, Giardia FBPA inh 2%, AmpC no deterg -16%, HCMV antiviral 33 and AmpC detergent -4%.
`Cc1cc(C)cc(NC(=O)C(=O)NCc2ccccn2)c1` gave Sm TGR inh 9%, AMA1-RON2 inh 17%, Giardia FBPA inh 9%, AmpC no deterg -8%, HCMV antiviral -37 and AmpC detergent inconclusive.
For O=S(=O)(c1ccc(-c2cnc(C3CC3)o2)cc1)N1CCN(c2ccc(F)cc2)CC1 the results were Sm TGR inh 6%, HCMV antiviral -77* and AmpC detergent 26%.
Cc1nc(NC(=O)/C=C/c2ccccc2)sc1C(=O)N1CCCCC1 was read as Sm TGR inh 3%[57.1 µM], AMA1-RON2 inh 4%, Giardia FBPA inh -9%, AmpC no deterg 55%, HCMV antiviral -6 and AmpC detergent -9%.
COc1cccc(CNC(=O)Cn2cccc2C(=O)c2ccccc2)c1 was read as Sm TGR inh 3%, HCMV antiviral -96* and AmpC detergent 17%.
Cc1cc2n(n1)CCC(=O)N2Cc1ccc(C(=O)Nc2cc(Cl)ccc2C)cc1 was read as Sm TGR inh 6%, HCMV antiviral -31 and AmpC detergent 12%.
`CCOc1ccc(Cl)cc1S(=O)(=O)n1cnc2ccccc21` gave Sm TGR inh 7%, AMA1-RON2 inh 16%, Giardia FBPA inh 5%, AmpC no deterg -6%, HCMV antiviral -19 and AmpC detergent -13%.
`O=C(COc1ccccc1-c1ccccc1)NCc1ccco1` gave Sm TGR inh inconclusive, AMA1-RON2 inh -4%, Giardia FBPA inh 11%, AmpC no deterg 1%, HCMV antiviral inconclusive and AmpC detergent -8%.
Screening COc1ccc(-c2cc(CCCC(=O)NCCc3cc(OC)ccc3OC)no2)cc1 returned Sm TGR inh 8%, AMA1-RON2 inh -24%, Giardia FBPA inh 15%, AmpC no deterg 45%, HCMV antiviral -20 and AmpC detergent 3%.
Screening Cn1c(CCCNC(=O)c2ccccc2)nc2ccccc21 returned Sm TGR inh 9%, AMA1-RON2 inh 0%, Giardia FBPA inh 1%, AmpC no deterg -11%, HCMV antiviral -11 and AmpC detergent -14%.
CCCC1=C(C(=O)OCC)C(c2ccc(NC(C)=O)cc2)NC(=O)N1 (stereo unspecified) was read as Sm TGR inh 5%, AMA1-RON2 inh 12%, Giardia FBPA inh 5%, AmpC no deterg 3%, HCMV antiviral -16 and AmpC detergent 0%.
Screening CS(=O)(=O)Nc1ccc(C(=O)Nc2ccc(S(=O)(=O)N3CCCCC3)cc2)cc1 returned Sm TGR inh -6%, AMA1-RON2 inh 17%, AmpC no deterg -46%, HCMV antiviral -76* and AmpC detergent -2%.
`Oc1cccc(/C=N/NC(=S)Nc2cccnc2)c1O` gave Sm TGR inh -10%, AMA1-RON2 inh -46%, Giardia FBPA inh -12%, AmpC no deterg 32µM*, HCMV antiviral 91 and AmpC detergent -4%.
For COc1ccc(-c2nnc(SCC(=O)N3CCC(Cc4ccccc4)CC3)o2)cc1OC the results were Sm TGR inh -1%, AMA1-RON2 inh -6%, Giardia FBPA inh 0%, AmpC no deterg -18%, HCMV antiviral 3 and AmpC detergent inconclusive.

6 compounds already listed, sorted by formula weight, largest number first.
Screening COc1ccc(-c2cc(CCCC(=O)NCCc3cc(OC)ccc3OC)no2)cc1 returned Sm TGR inh 8%, AMA1-RON2 inh -24%, Giardia FBPA inh 15%, AmpC no deterg 45%, HCMV antiviral -20 and AmpC detergent 3%.
Cc1cc2n(n1)CCC(=O)N2Cc1ccc(C(=O)Nc2cc(Cl)ccc2C)cc1 was read as Sm TGR inh 6%, HCMV antiviral -31 and AmpC detergent 12%.
`CC(=O)Nc1cccc(C(=O)OC(C)C(=O)NC2CCCc3ccccc32)c1` (stereo unspecified) gave Sm TGR inh -14%, AMA1-RON2 inh 20%, AmpC no deterg 1%, HCMV antiviral -40 and AmpC detergent -1%.
For CC(=O)N(C)c1ccc(NC(=O)c2ccc([N+](=O)[O-])cc2Cl)cc1 the results were Sm TGR inh 4%, AMA1-RON2 inh -9%, Giardia FBPA inh 2%, AmpC no deterg -16%, HCMV antiviral 33 and AmpC detergent -4%.
`O=C(COc1ccccc1-c1ccccc1)NCc1ccco1` gave Sm TGR inh inconclusive, AMA1-RON2 inh -4%, Giardia FBPA inh 11%, AmpC no deterg 1%, HCMV antiviral inconclusive and AmpC detergent -8%.
`Cc1cc(C)cc(NC(=O)C(=O)NCc2ccccn2)c1` gave Sm TGR inh 9%, AMA1-RON2 inh 17%, Giardia FBPA inh 9%, AmpC no deterg -8%, HCMV antiviral -37 and AmpC detergent inconclusive.

Following part:
`CC1CC(C)CN(C(=O)COC(=O)/C=C/c2cccc([N+](=O)[O-])c2)C1` (stereo unspecified) gave Sm TGR inh -11%, AMA1-RON2 inh 3%, AmpC no deterg -8%, HCMV antiviral -1 and AmpC detergent -13%.
For Cc1ccc(Nc2cc(C)nc(NCc3ccccc3)n2)cc1 the results were Sm TGR inh -10%, AMA1-RON2 inh -12%, Giardia FBPA inh -13%, AmpC no deterg 15%, HCMV antiviral -83* and AmpC detergent -14%.
For CNP1(NC)=NC(C(F)(F)F)=NC(C(F)(F)F)=N1 the results were Sm TGR inh 1%, AMA1-RON2 inh -1%, Giardia FBPA inh 11%, AmpC no deterg -5%, HCMV antiviral -6 and AmpC detergent 3%.
For NS(=O)(=O)c1ccc(NC(=S)NC(=O)c2cccs2)cc1 the results were Sm TGR inh 17%, AMA1-RON2 inh 72%[activator], Giardia FBPA inh 18µM*, AmpC no deterg -38%, HCMV antiviral 22 and AmpC detergent -4%.
`COc1ccc(COC(=O)c2[nH]c3c(c2C)C(=O)CC(c2ccc(OC)c(OC)c2)C3)cc1` (stereo unspecified) gave Sm TGR inh -31%, HCMV antiviral 31 and AmpC detergent 6%.
Screening COc1cccc(CNCCc2ccc(F)cc2)c1 returned Sm TGR inh -26%, AMA1-RON2 inh 4%, Giardia FBPA inh inconclusive, AmpC no deterg -21%, HCMV antiviral 31 and AmpC detergent -11%.
CCOc1ccc(C(=O)NC2=NCCS2)cc1 was read as Sm TGR inh 1%, Giardia FBPA inh 1%, AmpC no deterg -10%, HCMV antiviral 114 and AmpC detergent -2%.
COc1ccc(C(c2c(NC(=O)c3ccccc3)sc(C)c2C)N2CCN(CCO)CC2)cc1 (stereo unspecified) was read as Sm TGR inh -3%, AMA1-RON2 inh -1%, Giardia FBPA inh 18%, AmpC no deterg 298%[activator], HCMV antiviral -10 and AmpC detergent 7%.
Screening O=C1C2CC=C(Cl)CC2C(=O)N1CCC[n+]1cccc2ccccc21 (stereo unspecified) returned Sm TGR inh -10%, AMA1-RON2 inh 8%, Giardia FBPA inh -8%, AmpC no deterg -10%, HCMV antiviral -11 and AmpC detergent inconclusive.
Screening O=S(=O)(c1ccc(Cl)cc1)n1c(Cc2ccccc2)nc2ccccc21 returned Sm TGR inh -17%, AMA1-RON2 inh -2%, Giardia FBPA inh -10%, AmpC no deterg -15%, HCMV antiviral -6 and AmpC detergent 0%.
